Pol eta inh: blocks human DNA polymerase eta activity; Q9Y253; recombinant Pol eta, fluorescent DNA replication assay; Potency, µM (series often up to 114 µM), inactives show at the highest dose activity change, negative = inhibition, most hits filed as inhibitors; 390,000 tested, 1.2% active; AID 588591; also: % is scaled to controls: 0 for no effect and ±100 for the full control effect
Target sequence (Q9Y253 whole entry, looked up): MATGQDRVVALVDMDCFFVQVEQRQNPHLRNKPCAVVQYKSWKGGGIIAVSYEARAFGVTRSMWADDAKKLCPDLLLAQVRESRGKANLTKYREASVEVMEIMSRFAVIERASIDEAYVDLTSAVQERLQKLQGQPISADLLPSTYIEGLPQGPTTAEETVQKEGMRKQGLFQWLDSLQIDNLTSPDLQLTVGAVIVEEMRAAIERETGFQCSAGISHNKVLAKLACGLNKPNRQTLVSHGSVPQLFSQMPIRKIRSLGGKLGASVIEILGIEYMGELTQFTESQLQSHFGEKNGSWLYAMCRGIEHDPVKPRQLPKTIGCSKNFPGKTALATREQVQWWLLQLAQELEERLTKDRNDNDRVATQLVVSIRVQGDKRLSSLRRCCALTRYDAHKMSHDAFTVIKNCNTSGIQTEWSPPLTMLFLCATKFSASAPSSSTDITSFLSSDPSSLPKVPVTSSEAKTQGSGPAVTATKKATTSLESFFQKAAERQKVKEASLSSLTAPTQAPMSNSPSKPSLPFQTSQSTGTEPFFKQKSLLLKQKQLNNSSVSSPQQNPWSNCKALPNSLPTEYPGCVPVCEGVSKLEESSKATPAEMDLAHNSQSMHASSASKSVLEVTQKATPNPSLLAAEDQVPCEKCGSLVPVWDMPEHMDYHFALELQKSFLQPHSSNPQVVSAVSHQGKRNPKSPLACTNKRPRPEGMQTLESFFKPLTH
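Pol eta (10 nM) was preincubated with compounds for 15 min at room temperature, after which fluorescent replication substrate (50 nM final) was added to start the reaction. Fluorescence was read kinetically at 0 and 10 min.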
BLM helicase inh: Bloom syndrome helicase (human) inhibition; recombinant BLM DNA unwinding, fluorescence dequenching; Potency, µM (series often up to 56.1 µM), without a hit: at the highest dose activity change, negative = inhibition, most hits filed as inhibitors; 350,000 tested, 0.2% active;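 also: plate controls were vehicle for no effect and no enzyme for full effect; nearly all actives have a fitted effect of over 35% in size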
APEX1 inh: inhibitors of human APE1 endonuclease. 350,000 tested, 0.35% active. AID 2517. recombinant APE1, TAMRA/BHQ-2 abasic DNA cleavage fluorescence. P27695. Potency, µM (titrated, usually from 65.8 µM), inactives show at the top dose activity change, negative = inhibition, actives largely listed as inhibitors;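 also: plate controls were vehicle for no effect and reference inhibitor for full effect; nearly all actives have a fitted effect of over 55% in size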
Target sequence (P27695 whole entry, looked up): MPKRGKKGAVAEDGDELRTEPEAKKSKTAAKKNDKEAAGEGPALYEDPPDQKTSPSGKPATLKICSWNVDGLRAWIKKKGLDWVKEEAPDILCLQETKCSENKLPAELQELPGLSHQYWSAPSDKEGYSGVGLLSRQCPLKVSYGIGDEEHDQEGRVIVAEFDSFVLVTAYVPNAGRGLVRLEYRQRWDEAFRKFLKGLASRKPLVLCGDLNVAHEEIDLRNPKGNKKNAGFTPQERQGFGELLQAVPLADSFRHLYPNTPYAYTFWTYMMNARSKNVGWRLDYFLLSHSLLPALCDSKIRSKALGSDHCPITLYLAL
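Enzyme (0.75 nM final) and test compound are incubated 15 min at room temperature before adding 50 nM quenched THF abasic-site duplex. Cleavage dequenches TAMRA, followed at 525/598 nm over three reads one minute apart.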
G9a block: blocks human histone lysine methyltransferase G9a. G9a H3K9 monomethylation, AlphaScreen, 2 h. Potency, µM (titrated, usually from 102 µM), inactives show at the top dose activity, negative = inhibition, most hits filed as inhibitors. 350,000 tested, 8.8% active; also: % is scaled to controls: 0 for no effect and ±100 for the full control effect; nearly all actives have a fitted effect of over 75% in size
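Methyltransferase reactions run at room temperature for 2 h (20 nM enzyme, 500 nM biotin-H3K9 peptide, 20 uM SAM) after a 15 min compound preincubation; product detected by AlphaScreen beads and anti-H3K9me1 antibody.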
JMJD2A Tudor: JMJD2A Tudor domain (human) inhibition. 390,000 tested, 4.4% active. AlphaScreen JMJD2A-Tudor / H3K4me3 peptide binding. Potency, µM (series often up to 114 µM), without a hit: top-dose activity change, negative = inhibition, most hits filed as inhibitors. O75164. AID 504339; also: % is scaled to controls: 0 for no effect and ±100 for the full control effect; nearly all actives have a fitted effect of over 50% in size
POLK inh: blocks human DNA polymerase kappa activity. purified Pol kappa, fluorescent DNA synthesis assay, 10 min. Potency, µM (highest dose often 107 µM), without a hit: at the top dose activity, negative = inhibition, usual class: inhibitors. 400,000 tested, 0.53% active. AID 588579; also: % is scaled to controls: 0 for no effect and ±100 for the full control effect
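10 nM Pol kappa preincubated 15 min at room temperature with compounds, then reaction started with substrate at 50 nM final. Fluorescence read kinetically at 0 and 10 min; buffer-only wells served as negative control.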
Pol iota inh: inhibitors of human DNA polymerase iota; 390,000 tested, 1% active; AID 588590; Pol iota fluorescent replication assay, 10 min; Q9UNA4; Potency, µM (doses to about 115 µM), inactives show at the highest dose activity, negative = inhibition, hits mostly inhibitors
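Fluorescent replication assay read twice, at 0 min and 10 min after adding 50 nM (final) substrate. Enzyme (10 nM) and compounds were first incubated 15 min at room temperature; enzyme-free buffer wells were negative controls.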
BAZ2B inh: blocks human BAZ2B; 360,000 tested, 4.4% active; AlphaScreen BAZ2B-H3K14Ac peptide displacement; Potency, µM (titrated, usually from 114 µM), without a hit: at the top dose activity change, negative = inhibition, most hits filed as inhibitors; also: % is scaled to controls: 0 for no effect and ±100 for the full control effect; nearly all actives have a fitted effect of over 60% in size
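AlphaScreen displacement: compounds (up to 110uM) incubated 30 min at room temperature with a preformed 50 nM BAZ2B/50 nM biotinylated H3K14Ac peptide complex in PBS pH 7.4 with Tween-20. Donor and acceptor beads at 10 ug/mL final added, 20 min light-protected before reading.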
POLB inh: inhibitors of human DNA polymerase beta; P06746; Potency, µM (series often up to 114 µM), for inactives: top-dose activity change, negative = inhibition, actives largely listed as inhibitors; AID 485314; Pol beta primer extension/strand displacement, fluorescence kinetic; 340,000 tested, 1.3% active; also: % is scaled to controls: 0 for no effect and ±100 for the full control effect
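Reaction started by 50 nM substrate onto compound-treated Pol beta (10 nM, 15 min preincubation, room temperature); plates read at 0 min and 10 min. Normalized concentration-effect data fitted by four-parameter Hill equation.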
Starred values were filed as active, the others as inactive; ? = inconclusive; nt = no result given; [ ] = remark or other dose. Calls follow the shape of the dose curve; as a rule, active = well fitted curve in the direction sought with a large enough effect; inconclusive = small, poorly fitted or top-dose-only effect, or another doubt; inactive = no such curve, though single readings can be large; an effect the other way counts as inactive or inconclusive. Potency is read from the fitted curve at half-maximal effect.

SMILES	Pol eta inh	BLM helicase inh	APEX1 inh	G9a block	JMJD2A Tudor	POLK inh	Pol iota inh	BAZ2B inh	POLB inh
O=C(COC(=O)c1cccs1)NCCN1C(=O)CSC1=O	-3%	-3%	12%	9%[12.7 µM]	1%	0%	0%	-2%	0%
CC(=O)N1CCN(c2ccc(NC(=O)c3ccc(OCc4ccccc4)cc3)cc2)CC1	-12%	-5%	7%	12%[59 µM]	?	-3%	10%	-2%	0%
Cc1ccc(NC(=O)C(c2ccccc2)N(C)C)cc1Cl (configuration not stated)	-16%	-9%	-3%	-31%	-21%	-13%	?	-33%	-1%
COC(=O)C1CN(C(=O)C(C)Oc2ccccc2Cl)c2ccccc2O1 (configuration not stated)	-3%	-7%	-3%	-22%[2.33 µM]	-11%	-2%	5%	-2%	13%
Cc1ccccc1-n1c(SCC(=O)NC(N)=O)nc2sc(-c3ccccc3)cc2c1=O	-15%	-2%	-1%	?	-15%	-6%	-14%	-6%	0%
CN1CCN(C(=O)c2cnn(-c3cccc(F)c3)c2C2CCN(C(=O)OC(C)(C)C)CC2)CC1	8%	1%	nt	-24%[59 µM]	-13%	1%	-12%	7%[57.1 µM]	13%
CCNCc1ccccc1OCc1ccccc1	-4%	3%	-2%	-5%	-2%	1%[60.1 µM]	-12%	-27%	-1%
COc1ccc(-c2noc(C(C)NC(=O)c3ccco3)n2)cc1OC (configuration not stated)	-10%	-1%	43%[12.4 µM]	26%[59 µM]	0%	5%	30%[activator]	1%	-5%
COC(=O)CCCC1=CC2=C(c3ccccc3)C(=O)C(C)(OC(=O)C3CCCC3)C(=O)C2=CN1CC1CC1 (configuration not stated)	-8%	-7%[12.4 µM]	14%[12.4 µM]	0%[12.7 µM]	-30%	7%	86%[activator]	-31%	2%
CCOC(=O)C1CCCN(Cc2nc(Cc3ccccc3Cl)no2)C1 (configuration not stated)	2%	-4%	-5%	22%	6%	0%	14%	5%	2%
CCc1ccccc1NC1=NCC(=O)N1Cc1ccccc1	6%	-2%	-1%	45µM*	0%	-6%	?	79µM*	-23%
CC1=C(C(=O)Nc2ccccc2C)C(c2cccs2)NC(=S)N1 (configuration not stated)	-21%	1%	13%	19%[59 µM]	-11%	-18%	-2%	13%	22%
Cc1[nH]c(=O)cc2ccccc12	-14%	1%	5%	25µM*	5%	-1%	11%	-29%	3%
CCCCNCC#CCOc1cc(C)ccc1C(C)C	-25%	-2%	5%	nt	22µM*	-20%	23%	?	5%
CN(C)c1oc(/C=C/c2cccs2)nc1S(=O)(=O)c1ccccc1	-20%	-2%	39%[activator]	12%	21%	3%	26%	4%	7%
O=C(NCCOc1ccc(F)cc1)c1ccccc1SCc1ccccc1	-6%	-12%	?	17%[59 µM]	20%	-18%	41%[activator]	3%	85%
Cc1[nH][nH]c(=O)c1C(c1ccc(F)cc1)c1c(C)[nH][nH]c1=O	-1%	-4%	14%	-11%[0.501 µM]	4%	-2%	?	-2%	0%
COc1ccc(N(Cc2cc3cccc(C)c3[nH]c2=O)S(C)(=O)=O)cc1	-13%	0%	-3%	?	-11%	-9%	6%[58.9 µM]	-5%	3%
CNS(=O)(=O)c1ccc(C(=O)NCC(=O)NCCC(c2ccccc2)c2ccccc2)cc1	-12%	nt	26%	-11%[12.7 µM]	-2%	6%	-18%	4%	nt
CCOc1ccc(N2CC(C(=O)Nc3cc(S(=O)(=O)N4CCCCC4)ccc3C)CC2=O)cc1 (configuration not stated)	-3%	nt	-14%	nt	-21%	-25%	0%	nt	nt
Cc1ccccc1/C=C/C(=O)c1ccc([N+](=O)[O-])o1	?	nt	59%[activator]	-8%[2.33 µM]	?	-4%	?	35µM*	nt
CC1Cc2ccccc2N1CC(=O)Nc1ccc(N2CCOCC2)cc1 (configuration not stated)	7%	1%	-4%	?	?	-6%	32%[activator]	?	0%
COC(=O)c1ccc(CNC(=O)CSc2nc3sc(C)c(C)c3c(=O)n2C)o1	1%	2%	-2%	6%[12.7 µM]	-8%	-11%	10%	8%	3%
CC(=O)OC1CCC2C3CCC4=CC(=O)CCC4(C)C3CCC2(C)[C@]1(C)O (some centres not stated)	-22%	nt	nt	nt	-6%	6%	54%[activator]	nt	nt
CCOc1nc2cnccc2n(CC(=O)Nc2ccccc2C(=O)OC)c1=O	1%	1%	15%	62%[activator]	-11%	1%	15%	-13%	2%
CCC(C(=O)OC)n1cnc2c(nnn2-c2cccc(Cl)c2)c1=O (configuration not stated)	-18%	-7%	0%	?	-2%	4%	-6%	-3%	21%
CN1CCC(OC(=O)COc2ccc(C(C)(C)C)cc2)CC1	-11%	1%	-5%	?	-17%	-11%	18%	-3%	19%
CCOc1ccccc1NC(=S)N1CCN(c2ccccc2F)CC1	-7%	-4%	8%	nt	-17%	-9%	0%	-8%	20%
CCOc1ccc(C2C(C(N)=O)=C(C)Nc3nc(SCc4ccccc4F)nn32)cc1 (configuration not stated)	-8%	-1%	nt	-23%[59 µM]	-8%	-1%	-18%	-14%	2%
O=C(CNc1ccc(F)cc1F)NC(=O)NCc1ccco1	-2%	1%	?	?	-32%	-30%	-24%	?	-24%
COc1ccc(C2C3=C(CCCC3=O)Nc3nc(-c4cc(OC)c(OC)c(OC)c4)nn32)cc1OC (configuration not stated)	1%	-10%	-2%	40µM*	-13%	-17%	13%	-8%	-17%
O=C(c1sc2cc(F)ccc2c1Cl)N1CCN(c2ccccc2)CC1	-3%	-9%	14%	1%[59 µM]	-11%	-17%	112%[activator]	-12%	89%
O=C(Nc1cc(Cl)ccc1-n1cncn1)c1cccs1	0%	nt	26%	45µM*	-13%	-5%	3%	7%	nt
O=C(COc1ccc(S(=O)(=O)N2CCOCC2)cc1Cl)NCCN1CCOCC1	-11%	-1%	2%	15%	-11%	-14%	20%	-8%	28%
CC(Nc1nc(-c2cccc(Br)c2)cs1)c1nc2cc(Cl)c(N3CCCCC3)cc2n1CCOCCO (configuration not stated)	-20%	-7%	15%	3%	?	6%	32%[activator]	-35%	6%
CCOC(=O)C1CCN(Cc2ccc(OC)c(OCc3ccccc3)c2)CC1	-5%	1%	-10%	28µM*	-30%	-21%	?	56µM*	1%
OC(CNCCC(c1ccccc1)c1ccccc1)COc1ccccc1 (configuration not stated)	-25%	-1%	-1%	-41%	-7%	3%	8%	-26%	3%
COc1ccc(CNC(=O)CN(c2ccc(C)cc2)S(=O)(=O)c2c(C)n[nH]c2C)cc1	-22%	3%	nt	-6%[59 µM]	-16%	-7%	33%[activator]	nt	6%
CCn1ccnc1CN(C)C(=O)c1ccc(OC2CCN(CCc3ccccc3)CC2)cc1	-3%	-5%	84%[activator]	-5%	-17%	-4%	3%	9%	14%
O=C(Nc1nc(-c2ccco2)c(-c2ccco2)s1)C1CCC1	25µM*	-23%	?	?	40µM*	?	?	32µM*	?

Complete entries from above:
`CCOc1nc2cnccc2n(CC(=O)Nc2ccccc2C(=O)OC)c1=O` across the screens: Pol eta inh = 1%; BLM helicase inh = 1%; APEX1 inh = 15%; G9a block = 62%[activator]; JMJD2A Tudor = -11%; POLK inh = 1%; Pol iota inh = 15%; BAZ2B inh = -13%; POLB inh = 2%
`CCOc1ccccc1NC(=S)N1CCN(c2ccccc2F)CC1` across the screens: Pol eta inh = -7%; BLM helicase inh = -4%; APEX1 inh = 8%; G9a block = nt; JMJD2A Tudor = -17%; POLK inh = -9%; Pol iota inh = 0%; BAZ2B inh = -8%; POLB inh = 20%

Shown as a hit in BAZ2B inh, among the entries above:
Compound,Pol eta inh,BLM helicase inh,APEX1 inh,G9a block,JMJD2A Tudor,POLK inh,Pol iota inh,BAZ2B inh
CCc1ccccc1NC1=NCC(=O)N1Cc1ccccc1,6%,-2%,-1%,45µM*,0%,-6%,?,79µM*
Cc1ccccc1/C=C/C(=O)c1ccc([N+](=O)[O-])o1,?,nt,59%[activator],-8%[2.33 µM],?,-4%,?,35µM*
CCOC(=O)C1CCN(Cc2ccc(OC)c(OCc3ccccc3)c2)CC1,-5%,1%,-10%,28µM*,-30%,-21%,?,56µM*
O=C(Nc1nc(-c2ccco2)c(-c2ccco2)s1)C1CCC1,25µM*,-23%,?,?,40µM*,?,?,32µM*

Next structures
SMILES	Pol eta inh	BLM helicase inh	APEX1 inh	G9a block	JMJD2A Tudor	POLK inh	Pol iota inh	BAZ2B inh	POLB inh
CN(C)c1cccc(C(=O)OCC(=O)NCc2ccco2)c1	-4%	1%	11%	19%[59 µM]	-22%	6%	13%	-8%	7%
COC(=O)c1ccc(CN(c2ccc(OC)cc2)S(=O)(=O)c2ccccc2)cc1	-20%	nt	nt	nt	0%	2%	109%[activator]	nt	nt
Cc1cc(-c2nc(C)c(C(=O)NNS(=O)(=O)c3ccccc3)s2)no1	-2%	-2%	0%	-32%	-2%	-1%	30%[activator]	-3%	12%
COC(=O)CCC(=O)Nc1ccc(S(=O)(=O)Nc2cc(OC)nc(OC)n2)cc1	-5%	-2%	50%[activator]	-41%	10%	-12%	-15%	-2%	0%
Cc1noc(C)c1C(=O)N1CCCC(C(=O)c2ccc(Cl)cc2)C1 (configuration not stated)	-9%	-2%	2%	-8%[12.7 µM]	-1%	1%	-12%	-13%	17%
CCc1cccc(NC(=S)N2CCC(c3ccccc3)C2)c1 (configuration not stated)	-2%	-12%	15%	34%	-6%	-15%	20%	8%	2%
Cc1cc(NC(=O)CSc2nnc(-c3c[nH]c4ccccc34)n2-c2ccc(F)cc2)no1	2%	-7%	-10%	9%	4%	-2%	3%	-3%	6%

Entries shown so far that contain a tert-butyl group (2):
SMILES	Pol eta inh	BLM helicase inh	APEX1 inh	G9a block	JMJD2A Tudor	POLK inh	Pol iota inh	BAZ2B inh	POLB inh
CN1CCN(C(=O)c2cnn(-c3cccc(F)c3)c2C2CCN(C(=O)OC(C)(C)C)CC2)CC1	8%	1%	nt	-24%[59 µM]	-13%	1%	-12%	7%[57.1 µM]	13%
CN1CCC(OC(=O)COc2ccc(C(C)(C)C)cc2)CC1	-11%	1%	-5%	?	-17%	-11%	18%	-3%	19%

High-throughput results: PubChem, National Center for Advancing Translational Sciences (NCATS)

These rows are one share of the data; the hit share may differ from the screen's.
